Screens deposited in PubChem by NCI.
NCI-60 one-dose screen, 48 h, at 10 µM unless noted. Numbers give growth in % (100 = growth as untreated, 0 = no growth, -100 = all killed).
HL-60(TB): HL-60(TB) leukemia cells | 78,000 tested, 9% active | AID 1794776; active = growth percent below 10
Active calls of the source: *; & = joins results of further samples; [ ] = dose if it differs, or a comment.

SMILES,HL-60(TB)
CCOC(=O)C1CCN(c2ccc(N3C[C@H](CNC(=O)c4ccc(Cl)c(N)c4)OC3=O)cc2)CC1,97.5
Cc1cn(C2CCCCC2)c(=O)n(-c2ccccc2)c1=O,105.3
CCNC(=S)NNc1ccccc1,60.8
CCN1CCN(C(=O)CC[C@@H](C)[C@H]2CC[C@H]3[C@@H]4CC[C@@H]5C(C)(C)NCCC[C@]5(C)[C@H]4CC[C@]23C)CC1,90.0
Oc1ccc(Sc2ccc(O)cc2O)c(O)c1,91.3
COc1ccc(C2C3=C(CCCC3=O)N(c3sc4c(c3C#N)CCCC4)c3nc(N)c(C#N)c(N)c32)cc1OC (stereo unspecified),77.5
O=C(O[C@H](C(=O)O)[C@H](OC(=O)c1ccccc1)C(=O)O)c1ccccc1,94.0
Cc1ccc(C)c(C(C(N)=O)C(C)C)c1 (stereo unspecified),78.0
C#CC1(NC(=S)Nc2cccc(OC)c2)CCCCC1,91.5
CC(=O)OCC1OC(OCC(OC(C)=O)C(OC(C)=O)C(OC(C)=O)C(C#N)OC(C)=O)C(OC(C)=O)C(OC(C)=O)C1OC(C)=O (stereo unspecified),103.7

(further entries)
SMILES,HL-60(TB)
CN(C)c1ccc(C(=O)C(=O)c2ccc(N(C)C)cc2)cc1,99.0
CC1=CC(C)(C)NC(=S)N1c1cccc2cc(S(=O)(=O)O)ccc12,120.7
CC1(C)CC[C@]23CC[C@]4(C)[C@H](CC[C@@H]5[C@@]6(C)CCCNC(C)(C)[C@@H]6CC[C@]54C)[C@H]2[C@H]1OC3=O,81.3
CCN(CC)Cc1nc2ccccc2c(=O)n1/N=C/c1ccc(C)cc1,99.1
CC(=O)C1=NN(c2ccccc2)C2C3N(c4ccccc4)N=C(C(C)=O)N3c3ccccc3N12 (stereo unspecified),79.0
Cc1ccc(NC(=O)C2=NCCCCN2)c(C)c1,98.4
Cc1ncc(C(=O)Nc2ccc(CN3CCN(C)CC3)c(C(F)(F)F)c2)cc1C#Cc1c(N)ncc2ccc(C#N)cc12,45.8
COP(=O)(CC(F)(F)C(F)(F)F)OC,8.8*
O=C1COCCN1c1ccc(N2C(=O)C(Cl)C2c2cn(Cc3cccc4ccccc34)c3ccccc23)cc1 (stereo unspecified),99.8
CCCCCCCCCCCc1ccn(CO)n1,94.2

Further records:
SMILES,HL-60(TB)
CCCCN1c2nc3ccccc3nc2SC1Nc1ccccc1 (stereo unspecified),107.3
CC(=O)OCC(OC(C)=O)c1ccccc1 (stereo unspecified),83.9&84.1
CCCOc1ccc(N2CCN(c3ncnc4c3ncn4CC(=O)OCC)CC2)cc1,92.3
Cc1ccc(S(=O)(=O)n2cc(C=C3C(=O)NC(=O)NC3=O)c3ccccc32)cc1,96.3
CCOC(=O)c1c(N/C=C/C(=O)c2cc3cc(Br)ccc3oc2=O)sc2c1CCCC2,74.7
N#C/C(=C\c1ccc(-c2cccc(C(F)(F)F)c2)o1)c1nc(-c2cccs2)cs1,97.7
O=C(N[C@H]1C(O)[C@H](O)C(CO)O[C@H]1O)NS(=O)(=O)c1ccccc1 (stereo partly specified),97.7
CC[N+](C)(CC)CCOC(=O)C(O)(c1ccccc1)c1ccccc1,103.0
CC(=O)C1C(=O)C(=O)N(c2ccc(Br)cc2)C1=O (stereo unspecified),107.8
NCCSc1ccccc1,102.7

Next compounds.
SMILES,HL-60(TB)
O=C(NNC(=O)c1ccccc1Cl)c1ccccc1,93.5
COc1ccc(Cn2cc3c(c2-c2ccccc2)CCc2c(CN4CCOCC4)noc2-3)cc1,99.6
O=C(O)c1cc(Cl)n[nH]c1=O,97.5
C[C@H](CCC(=O)O)[C@H]1CC[C@@]2(C)[C@@H]3C(=O)C[C@H]4C(C)(C)[C@@H](O)CC[C@]4(C)[C@H]3C(=O)C[C@]12C,97.9
CCOC(=O)c1[nH]nc2c1C1(C(=O)N(C)c3ccccc31)C(C#N)=C(N)O2 (stereo unspecified),102.8
Cc1nnc(-c2cc(-c3cc4ccccc4o3)nn2-c2ccccc2)o1,66.7
CCOC(=O)c1c(NCC(=O)Nc2ccc([N+](=O)[O-])cc2Cl)sc2c1CCCC2,74.7
COc1ccc2nc3cc(Cl)ccc3c(Nc3ccc(S(=O)(=O)Nc4nccs4)cc3)c2c1,98.3
O=c1[nH][n+](-c2no[n+]([O-])c2-c2ccccc2)no1,103.3
O=C(c1ccc(Cl)cc1)c1ccc(OCCCN2CCN(c3ccncc3)CC2)cc1,-3.4*

Following part.
SMILES,HL-60(TB)
Nc1nc(CSc2n[nH]c(N)n2)nc(Nc2ccccc2F)n1,100.2
C=C1C(=O)O[C@H]2[C@H]1CC/C(COC(=O)CCC(=O)NCCOCCOCC(=O)Nc1ccc(OC)c(C(N)=O)c1O)=C\CC[C@@]1(C)O[C@@H]21,65.3
COc1ccc2c(c1)c(-c1nc(-c3c[nH]c4ncccc34)cs1)cn2C,63.5
CC(C)n1c(NCCc2ccc(O)c(O)c2)nc2c1c(=O)n(C)c(=O)n2C,99.3
Cc1c(C)c([N+](=O)[O-])c(C)c(C)c1N,96.4&86.4
CC1=C(c2ccccc2)C=NNCC1=O,118.4
NCCCCCC(=O)O,77.6&92.6&114.3
COc1ccc(-c2c[nH]c(C(=O)NCCO)c2-c2cc(OC)cc(OC)c2)cc1,94.5
CCCCCNC(=S)NNC(=S)N/N=C/c1cc(OC)c(OC)c(OC)c1,99.5
c1ccc(CN2CCOCC2)nc1,101.4

Other structures follow.
SMILES,HL-60(TB)
O=P(C(=S)Nc1ccccc1Cl)(c1ccccc1)c1ccccc1,78.4
S=c1sc2ccccc2n1CNc1ccccc1Cl,105.7
Cc1ccc(C2=Nc3ccc(Cl)cc3C3=NCC(=O)NN23)cc1,86.3
COc1ccc(-c2nnc(Nc3ccc(C)cc3C)o2)cc1,66.5
O=C(O)C(c1ccccc1)C(O)(CCl)c1ccccc1 (stereo unspecified),107.9
O[C@H]1CO[C@H]2[C@@H]1OC[C@@H]2Oc1ccc(Nc2ncc(F)c(Nc3ccc(O[C@H]4CO[C@H]5[C@@H]4OC[C@@H]5O)c(Cl)c3)n2)cc1Cl,105.0
O=S(=O)(O)c1cccc(/C(=N\Nc2ccccn2)c2ccccn2)c1,130.5
CCC=Nc1c(O)cc(-c2ccccc2)n(C)c1=O,91.9
Nc1ncc2c(n1)-c1cn(Cc3ccccc3)cc1CC2,91.9
COc1ccc(-c2cnc3sc4c(-c5ccc(Br)cc5)n[nH]c(=O)c4n23)cc1,81.8

(continued)
SMILES,HL-60(TB)
ClCc1ccc(-c2ccc(CCl)cc2)cc1,56.5
COc1ccc(OC)c(/C=C2\COc3ccc(O)c(O)c3C2=O)c1,-11.0*
CC(=O)NNC(=S)OC1CCCCC1,99.3
Clc1ncc(Br)c(Cl)n1,96.7
O=C(CCl)Nc1ccc2c(c1)C(=O)c1ccc(NC(=O)CCl)cc1C2=O,-59.7*
N#Cc1c(Nc2ccccc2)n[nH]c1-c1ccc(F)cc1,99.3
COc1ccc(-c2nc(SCCC(C)C)nc(N/N=C(/C)c3cccc(OC)c3)c2C#N)cc1,92.8
O=C(O)C1CCCCC1,98.3
O=C1CSC(=S)N1Cc1ccccc1,83.8&107.2
c1ncc2[nH]cnc2n1,54.2

Four of the compounds above, as labelled records.
COc1ccc(-c2nc(SCCC(C)C)nc(N/N=C(/C)c3cccc(OC)c3)c2C#N)cc1
  HL-60(TB) = 92.8
ClCc1ccc(-c2ccc(CCl)cc2)cc1
  HL-60(TB) = 56.5
Clc1ncc(Br)c(Cl)n1
  HL-60(TB) = 96.7
N#Cc1c(Nc2ccccc2)n[nH]c1-c1ccc(F)cc1
  HL-60(TB) = 99.3

(more compounds)
SMILES,HL-60(TB)
COc1ccc(-c2cc(-c3cccnc3)nc(OCc3nnc(-c4ccc(Cl)cc4)o3)c2C#N)cc1OC,112.9
COc1cc(C(=O)/C=C/c2sc(Cl)nc2Cl)cc(OC)c1OC,23.4
NC1=NC(=O)/C(=C/c2ccccc2)S1,90.8
[N-]=[N+]=Nc1nc(NC2CCCC2)nc(-c2ccc(C(F)(F)F)cc2)n1,100.6
O=C(Nc1c(F)cccc1F)c1cc2cc(Nc3nc(-c4ccccc4)nc4ccccc34)ccc2oc1=O,107.8
Clc1ccc(C2CCN(Cc3ccccc3)CCO2)cc1 (stereo unspecified),97.1
COc1ccc(/C=C/C(=O)c2cc(OC)c(OC)c(OC)c2)cc1OCc1cn(Cc2ccc(F)cc2)nn1,69.4
CCOC(=O)C1(C(=O)OCC)NC(=O)CC1C(C)C (stereo unspecified),97.3
Cc1ccc(C(=O)C[n+]2ccn(CC(=O)Nc3cccc4cccnc34)c2)cc1,83.7
CCCCOCCOCCOC(=O)COc1ccc(OC)cc1,98.0

Next compounds:
SMILES,HL-60(TB)
COc1cc2nc3cc([N+](=O)[O-])ccc3c(NCCNCC(C)O)c2cc1OC (stereo unspecified),-16.8*
COc1ccc(CNc2ccc3nc(NC(=O)CN4CCCCCC4)sc3c2)cc1,47.4
NS(=O)(=O)c1ccc(-n2nccc2-c2cc3cc(Br)ccc3oc2=O)cc1,98.5
NS(=O)(=O)c1ccc(-n2nc(-c3ccc(C4CCCCC4)cc3)ccc2=O)cc1,86.3
O=C(OCc1ccc2c(Cl)cc(Cl)c(O)c2n1)c1cc2cc(F)ccc2[nH]1,53.3
CCSCC1CC(O)(c2ccccc2)C(c2ccccc2)C(c2ccc(F)cc2)O1 (stereo unspecified),-12.5*
CC(C)(C)NC(=S)NC(C)(C)C,92.9
Nc1c(C(=O)O)ccc2c1C(=O)c1ccccc1C2=O,113.9&100.7
CN1C(=O)[C@@]2(Oc3ccccc3[C@H]3CC(c4ccc(Br)cc4)=NN32)c2ccccc21,87.1
Nc1nnc(-c2ccccc2O)cc1N1CCN(C(=O)CCOCCOc2cccc3c2C(=O)N(C2CCC(=O)NC2=O)C3=O)CC1 (stereo unspecified),105.3[1 µM]

(listing goes on)
SMILES,HL-60(TB)
CCOC(Nc1ccc(C(=O)O)cc1)C(=O)c1ccc(-c2ccccc2)cc1 (stereo unspecified),102.9
CC(=O)[C@@]1(O)CC[C@H]2[C@@H]3CC[C@@H]4CC(=O)CC[C@]4(C)[C@H]3[C@@H](O)C[C@@]21C,102.3
COc1ccc(-c2cs/c(=N\N=C\c3ccc(O)cc3O)n2/N=C/c2ccc(O)cc2O)cc1,-32.6*
CC(=O)Nc1nc(C)c(CCCOc2ccc([N+](=O)[O-])cc2)c(=O)[nH]1,73.1
Nc1cc2ccccc2cc1O,96.0
O=C(Nc1nccnc1OCc1ccc(F)cc1)Nc1cccc2ccccc12,98.5
COc1ccc2oc(=O)cc(-c3cc(-c4cc5ccccc5oc4=O)nc(N)c3C#N)c2c1,101.7
CCN=C=S,99.6
COc1cccc(C(=O)NNc2nc(N3CCOCC3)nc(N3CCN(C(c4ccccc4)c4ccccc4)CC3)n2)c1,76.4
CCN1CCOCC1,99.9

Additional records follow.
SMILES,HL-60(TB)
CC(=O)NC(CCC(=O)c1ccccc1)C(=O)O (stereo unspecified),75.9
CCC#CC[C@H](O)C/C=C1/C(=O)C=C[C@@H]1C/C=C\CCCC(=O)O,100.1
CCSP(=S)(SC)SCC,103.9
c1ccc(-c2nc3ccccc3nc2-c2ccc(Sc3ccc(-c4nc5ccccc5nc4-c4ccccc4)cc3)cc2)cc1,73.7
COc1ccc(C(=S)N2CCN(c3ccc(C)cc3)CC2)cc1OC,74.6
CCSc1oc(-c2ccccc2)nc1S(=O)(=O)c1ccccc1,81.2
COc1cnc(NS(=O)(=O)c2ccc(N)cc2)nc1,99.8
Cc1cc(C)nc(NS(=O)(=O)c2ccc(Nc3nc4nc(Nc5cccc(O)c5)nc(-c5ccc(O)cc5)c4c(=O)[nH]3)cc2)n1,127.1
CCCC(=O)c1ccc([N+](=O)[O-])o1,114.0
O=C(CCc1nc2c(=O)[nH]c(=S)[nH]c2[nH]c1=O)NC(Cc1ccccc1)C(=O)O (stereo unspecified),96.2

(listing goes on)
SMILES,HL-60(TB)
COc1ccc(OCC(O)CN2CCN(c3ccccc3Cl)CC2)cc1 (stereo unspecified),106.3
O=C(/C=C/c1cccc(Nc2ccnc3cc(Cl)ccc23)c1)c1ccc(Cl)cc1,47.6
C1CC[N+]2(CC1)CC[N+]1(CCCCC1)CC2,100.3
NC1=NC(c2ccc(Cl)cc2)N=C(Nc2nn[nH]n2)N1 (stereo unspecified),101.5
COC(=O)[C@]1(C)CCC[C@]2(C)[C@H]3C[C@H]4C(C(C)C)=C[C@]3(CC[C@H]21)[C@@H]1C(=O)N(OCCC#N)C(=O)[C@@H]14,92.0
CCCCn1c(=O)c(/C=C/c2cc(/C=C/c3cc4cc(C)ccc4n(CCCC)c3=O)n(-c3ccccc3Cl)n2)cc2cc(C)ccc21,98.8
COc1ccc(-c2nc(/C=C3\SC(=NCc4ccccc4)NC3=O)c3ccccn23)cc1,-7.6*
CC(=O)Nc1ccc2nc3ccc(NC(C)=O)cc3[n+](-c3ccccc3)c2c1,4.0*
CCC(=O)[C@H](C)[C@@H](O)[C@H](C)[C@H]1OC(CC)=C(C)C(=O)[C@@H]1C,94.2
CCCCNP(=O)(N1CC1)N1CC1,103.6
CNc1nnnn1Cc1ccccc1,92.6
CC1(C)CC(=O)C2=C(C1)Nc1c(C#N)c(N)[nH]c(=O)c1C2c1ccccc1 (stereo unspecified),91.6
O=C(CN1CCOCC1)N1c2cccc3cccc(c23)N(C(=O)CN2CCOCC2)C1c1cn(-c2ccccc2)nc1-c1cccc([N+](=O)[O-])c1,101.5

Some of the compounds tested; count on the stated rates, not on these rows.
